# LDHA block: LDHA (human) enzyme inhibition; activity change, % (values are at about 110 or 230 µM); purified LDHA, NADH/diaphorase-resazurin fluorescence; stronger effect = lower value; AID 1347041; P00338; actives 0.15% (n = 480,000); in the data active means activity change below about -30%; inconclusive means mostly about -25% to -30%;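 further: plate controls were DMSO wells for no effect and wells without enzyme for full effect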
#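 LDH5 2 nM; NADH 0.06 mM, pyruvate 0.2 mM; 200 mM Tris pH 7.4, EDTA, Tween-20; 5 min RT. Detection: diaphorase 0.133 mg/mL + resazurin 37 µM, fluorescence ex540/em590 at 0 and 20 min; normalized to enzyme-free and DMSO wells.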
# ERG-DNA inh: ERG Ets/DNA interaction inhibition | P11308 | fluorescence polarization, His-ERG Ets domain / labelled DNA | Potency, µM (titrated, usually from 76.9 µM), for inactives: top-dose FP activity, negative = inhibition, most hits filed as inhibitors | actives 0.028% (n = 370,000) | AID 624246; active means well fitted inhibition curve with a large enough effect in the polarisation, with a control signal flat; inconclusive means small, poorly fitted or top-dose-only effect, or effect the other way, or a change in a side signal; inactive means no such curve, though single readings can be large or run the other way; the % refers to the polarisation;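 further: polarization taken with two DNA probes labelled with fluorescein and Texas red; potency means the concentration at half of the fitted maximal effect; % of control where 0% means no effect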
# Target sequence (P11308 whole entry, looked up, the tested form may be a part): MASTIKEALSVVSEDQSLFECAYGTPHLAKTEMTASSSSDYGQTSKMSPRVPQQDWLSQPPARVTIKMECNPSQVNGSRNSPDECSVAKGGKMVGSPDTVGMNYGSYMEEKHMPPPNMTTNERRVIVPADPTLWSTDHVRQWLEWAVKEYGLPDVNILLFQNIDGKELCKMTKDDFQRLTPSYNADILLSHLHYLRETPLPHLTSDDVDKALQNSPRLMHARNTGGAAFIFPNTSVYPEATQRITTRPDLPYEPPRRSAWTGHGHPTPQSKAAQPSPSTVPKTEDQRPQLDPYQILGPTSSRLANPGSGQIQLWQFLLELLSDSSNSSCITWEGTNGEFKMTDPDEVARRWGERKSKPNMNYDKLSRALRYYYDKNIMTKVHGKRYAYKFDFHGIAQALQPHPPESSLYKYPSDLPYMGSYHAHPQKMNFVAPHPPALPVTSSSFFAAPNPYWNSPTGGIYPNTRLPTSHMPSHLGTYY
#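 His-tagged ERG Ets domain (1 uM in the protein solution; 300mM KCl, 50mM Tris-HCl, 1mM EDTA, 1mM DTT, pH 7.5) received compound, then a probe mix of 5 nM fluorescein-DNA and 100nM Texas-615-DNA. Fluorescence polarization was read for both dyes.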
# APEX1 inh: APE1 (human) endonuclease inhibition | P27695 | recombinant APE1, TAMRA/BHQ-2 abasic DNA cleavage fluorescence | Potency, µM (titrated, usually from 65.8 µM), for the others: at the top dose activity change, negative = inhibition, usual class: inhibitors | actives 0.35% (n = 350,000) | AID 2517;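 further: potency means the concentration at half of the fitted maximal effect; plate controls were vehicle for no effect and reference inhibitor for full effect; nearly all actives have a fitted effect of over 55% in size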
# Target sequence (P27695 whole entry, looked up): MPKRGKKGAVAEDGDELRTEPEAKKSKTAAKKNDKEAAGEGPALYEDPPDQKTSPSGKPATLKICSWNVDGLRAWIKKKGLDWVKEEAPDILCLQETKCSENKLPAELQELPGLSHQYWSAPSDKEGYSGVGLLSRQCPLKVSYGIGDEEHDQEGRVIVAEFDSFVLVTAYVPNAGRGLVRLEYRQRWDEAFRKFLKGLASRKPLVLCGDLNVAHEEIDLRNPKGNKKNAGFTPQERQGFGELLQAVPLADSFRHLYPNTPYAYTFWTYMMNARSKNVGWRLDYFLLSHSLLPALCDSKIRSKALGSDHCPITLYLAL
#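 Readout is kinetic fluorescence (ex 525, em 598 nm) from cleavage of 50 nM TAMRA/BHQ-2 THF abasic duplex by 0.75 nM APE1, compound added 15 min beforehand at RT.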
# Anesthetic bind: binds horse apoferritin like a general anesthetic; P02791; apoferritin/1-aminoanthracene competitive binding, fluorescence; Potency, µM (top dose mostly 77.5 µM), without a hit: at the highest dose activity change, negative = displacement, usual class: inhibitors; actives 0.074% (n = 350,000); further: potency means the concentration at half of the fitted maximal effect; on the % scale 0 is the no-effect control and ±100 the full control effect; nearly all actives have a fitted effect of over 20% in size
#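 Concentration-response curves derived by four-parameter Hill fitting of normalized fluorescence, where compounds displaced 1-AMA from 10 uM horse apoferritin following a brief 10 min room-temperature incubation; propofol titration acted as positive control.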
# Pol beta inh: inhibitors of human DNA polymerase beta. actives 1.3% (n = 340,000). P06746. Potency, µM (top dose mostly 114 µM), for inactives: at the top dose activity change, negative = inhibition, actives largely listed as inhibitors. Pol beta primer extension/strand displacement, fluorescence kinetic; further: potency means the concentration at half of the fitted maximal effect; on the % scale 0 is the no-effect control and ±100 the full control effect
#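 Curves were derived by four-parameter Hill fits of normalized qHTS data. The kinetic fluorescent primer-extension read was taken at 0 and 10 min after 50 nM substrate, following a 15 min room-temperature preincubation of 10 nM enzyme with compounds.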
# Pol eta inh: DNA polymerase eta (human) inhibition. actives 1.2% (n = 390,000). Potency, µM (doses to about 114 µM), inactives show top-dose activity change, negative = inhibition, usual class: inhibitors. recombinant Pol eta, fluorescent DNA replication assay; further: potency means the concentration at half of the fitted maximal effect; on the % scale 0 is the no-effect control and ±100 the full control effect
#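 Pol eta (10 nM) was preincubated with compounds for 15 min at room temperature, after which fluorescent replication substrate (50 nM final) was added to start the reaction. Fluorescence was read kinetically at 0 and 10 min.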
# Pol kappa inh: inhibitors of human DNA polymerase kappa; purified Pol kappa, fluorescent DNA synthesis assay, 10 min; Potency, µM (top dose mostly 107 µM), for the others: at the top dose activity, negative = inhibition, usual class: inhibitors; actives 0.53% (n = 400,000); Q9UBT6; AID 588579; further: potency means the concentration at half of the fitted maximal effect; on the % scale 0 is the no-effect control and ±100 the full control effect
#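 10 nM Pol kappa preincubated 15 min at room temperature with compounds, then reaction started with substrate at 50 nM final. Fluorescence read kinetically at 0 and 10 min; buffer-only wells served as negative control.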
# RGS4 inh: blocks human RGS4-accelerated GTP hydrolysis; actives 0.039% (n = 390,000); Transcreener GDP fluorescence polarization, RGS4-accelerated GTP hydrolysis; P49798; Potency, µM (doses to about 114 µM), inactives show at the highest dose activity change, negative = inhibition, hits mostly inhibitors; further: potency means the concentration at half of the fitted maximal effect; on the % scale 0 is the no-effect control and ±100 the full control effect; nearly all actives have a fitted effect of over 75% in size; some results filed as inactive show a strong effect at the top dose
# Target sequence (P49798 whole entry, looked up): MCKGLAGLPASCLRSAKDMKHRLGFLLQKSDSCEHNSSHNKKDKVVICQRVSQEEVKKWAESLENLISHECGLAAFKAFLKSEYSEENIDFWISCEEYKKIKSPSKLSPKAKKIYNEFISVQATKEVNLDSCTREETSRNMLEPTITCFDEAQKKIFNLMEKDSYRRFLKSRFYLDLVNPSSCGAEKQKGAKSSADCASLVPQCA
#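 MLSMR compounds (23 nl, pin-transferred) preincubated 10 min at room temperature with a 500nM (2x) first reagent, then RGS4 at 900nM (2x) plus Transcreener GDP mix added; fluorescence polarization (620/688 nm) read before and after 90 min at 30 °C.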
# ALOX12 inh: blocks human arachidonate 12S-lipoxygenase; P18054; purified 12hLO, xylenol orange hydroperoxide absorbance; Potency, µM (highest dose often 108 µM), for the others: top-dose activity change, negative = inhibition, actives largely listed as inhibitors; actives 1.1% (n = 580,000); further: potency means the concentration at half of the fitted maximal effect; on the % scale 0 is the no-effect control and ±100 the full control effect
#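 Purified human 12hLO (150 nM final) in 25 mM Hepes, 0.01% Triton X-100, pH 7.0 was preincubated 15 min at room temperature with compound. Then 40 uM arachidonic acid was added, 30 min. Hydroperoxide was read by Fe-XO absorbance ratio 573/405 nm.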
# The depositor's hits bear a star; i = inactive; ? = inconclusive; · = not tested or not shown; & = joins results of further samples; [ ] = remark or other dose. Unless noted, the call rests on the fitted dose curve; in most records, active means well fitted curve in the direction sought with a large enough effect; inconclusive means small, poorly fitted or top-dose-only effect, or another doubt; inactive means no such curve, though single readings can be large; an effect the other way counts as inactive or inconclusive. A portion of the library; rates above refer to the full screens.
SMILES,LDHA block,ERG-DNA inh,APEX1 inh,Anesthetic bind,Pol beta inh,Pol eta inh,Pol kappa inh,RGS4 inh,ALOX12 inh
Cc1occc1C(=O)NC1CCCc2ccccc21 (centres undefined),6,-7%,3%,?,-1%,-8%,1%,-27%,-27%
CCn1cc(C(=O)N[C@@H](CCSC)C(=O)NCCCO)c(=O)c2cc3c(cc21)OCO3,-6,6%,6%,-11%,2%,-19%,-5%,-4%,5%
Cn1nc(-c2ccc(Cl)cc2)c2cc(C(=O)NCCN3CCOCC3)sc21,0,10%,2%,-21%,-6%,11%,-3%,1%,-4%
Cc1nc2sccn2c(=O)c1S(=O)(=O)NCC(C)c1ccccc1 (centres undefined),0,5%,-19%,-14%,-5%,-7%,-1%,3%,-5%
CCCCNC(=O)C1CCCN(S(=O)(=O)c2c(C)noc2/C=C/c2cccs2)C1 (centres undefined),-9,-1%,2%,-5%,-19%,-4%,1%,8%,-5%
O=C1CCCc2c1nc(-c1cccc(Cl)c1)n2O,6,·,5%,-4%,6%,-6%,-5%,-12%,24%
CCc1ccc(Cc2cnc(NC(=O)c3ccc4c(c3)CC(c3ccccc3)OC4=O)s2)cc1 (centres undefined),-11,-2%,·,-2%,8%,-6%,-16%,-3%,-1%
CC1Sc2ccc(S(=O)(=O)CCC(=O)NC(C)c3ccccc3)cc2NC1=O (centres undefined),-9,4%,-3%,-4%,0%,9%,-12%,16%,2%
COc1ccccc1CNC(=O)c1ccc(Br)o1,-1,-7%,0%&-4%,-10%[110 µM],-11%,-14%,-9%&-4%,-6%,-3%
COc1ccc(Cn2cc(S(=O)(=O)c3ccc(C)cc3)c(=O)c3cc(F)ccc32)cc1,-8,-1%,·,-20%,-5%,-3%,-2%,-6%,1%
COc1cccc(N2CCN(C(=O)CN3C(=O)NC(C)(c4ccc5ccccc5c4)C3=O)CC2)c1 (centres undefined),-4,-11%,-19%,·,·,-5%,6%,4%,4%
Cc1nc2scc(C)n2c(=O)c1S(=O)(=O)N1CCN(c2cccc(C(F)(F)F)c2)CC1,1&0,1%&-3%,-4%,-20%&-20%,-2%&25%,-27%&-7%,-11%&8%,8%&12%,-23%&-18%
COc1ccc(CN2COc3ccc4c(oc(=O)c5ccccc54)c3C2)cc1OC,10,12%,·,-4%,-7%,-7%,5%,-9%,-53%
CCN1C(=O)c2cccc3c(S(=O)(=O)Nc4ccccn4)ccc1c23,1,0%,1%,-8%,0%,6%,-17%,-9%[56.9 µM],-16%
CC(OC(=O)Cn1[nH]c(=O)c2ccccc2c1=O)C(=O)Nc1ccccc1[N+](=O)[O-] (centres undefined),-5,-7%,9%,·,·,-18%,-1%,-5%,-6%
CC[C@@]12C(=O)N(c3cccc(Br)c3)C(=O)N1[C@H](c1ccc(F)cc1)[C@@H]1C(=O)N(C3CCCCC3)C(=O)[C@@H]12,-3,6%,9%,·,·,-21%,-1%,-5%,-7%
COc1ccc(C(=O)/C=C/c2ccc(O)cc2)c2c1CC(O)C(C)(C)O2 (centres undefined),5,10%,8%,·,·,-10%,21%,-10%,?
COC(=O)CCC(=O)NC(=S)Nc1ccc(S(=O)(=O)Nc2cc(C)on2)cc1,-11,23%,0%,0%,-4%,-8%,1%,1%,·
C=C1C(=O)c2sccc2C(c2ccc(OC)c(OC)c2)C1COC(C)=O (centres undefined),-1,-8%,·,·,·,?,-15%,?,-17%
Cc1ccc(Nc2ncnc3nc[nH]c23)cc1Cl,-2,-9%,0%,-22%,15%,-25%,?,0%,20%
Cc1ccc(NC(=O)CSc2nc3c(c(=O)n(C)c(=O)n3C)n2C)cc1,-8,-3%,-8%,-11%,30%,-3%,-11%,24%,-2%
COc1ccc(N(C)S(=O)(=O)c2cccc(C(=O)Nc3nc(C)cs3)c2)cc1,-2,5%,-10%,·,·,?,-9%,-9%,?
Cc1cccc(NC(=O)CSc2nnnn2-c2cccnc2)c1,0,·,-6%,-11%,9%,-11%,-4%,-23%,3%
COc1ccc(-c2noc(CNC(=O)Nc3ccc(F)cc3)n2)cc1,-10,-9%,3%,-17%,13%,1%,-3%,12%,1%
O=C(Nc1cccnc1N1CCOCC1)c1ccco1,5,-14%,4%,0%,-14%,5%,-22%,52%,-2%
O=C(CNc1cccc(C(F)(F)F)c1)N/N=C/C1CCCCC1,-1,6%,6%,?,3%,-17%,-9%,20%[11.4 µM],-4%
Cc1ccc(CNC(=O)c2ccc(C)c(S(=O)(=O)N3CCCCC3)c2)cc1,-6,0%,-1%,·,·,-23%,-8%,6%,255%[activator]
COc1ccc(C(=O)Nc2ccnn2C2CCN(Cc3ccn[nH]3)CC2)cc1,-3,4%,2%,1%,-1%,-10%,-1%,-2%[56.9 µM],0%
COc1cccc(N2CCN(C(=O)CN3C(=O)NC4(CCCC4)C3=O)CC2)c1,3,-7%,52%[activator],-5%,-6%,-16%,-11%,-26%,i
C#CC1CCCCC1NC(=O)Nc1cnccc1C(F)(F)F (centres undefined),-2,4%,-1%,-1%,0%,-15%,-2%,-11%,119%[activator]
Cc1ccccc1-c1cccc([C@@H]2C[C@H]3[C@H](CON3C)CN2Cc2cc(Cl)cc(Cl)c2)c1,0,6%,·,·,·,-16%,17%,-1%,7%
O=c1ccccn1Cc1ccccc1F,-3,-6%,2%,-10%,11%,-11%,0%,-6%,465%[activator]
Cn1c(=O)[nH]c(=O)c2c1nc(N1CCOCC1)n2CCSc1nnnn1-c1ccccc1,-3,-7%,4%,-1%,-12%,-15%,5%,-28%[56.9 µM],-9%
Cc1oc(=O)c(NC(=O)c2ccccc2)cc1C(=O)c1ccccc1,-1,0%,-3%,-15%,9%,-16%,-3%,?,?
CCOc1cc(/C=N/n2cnnc2)cc(Br)c1O,7,-11%,4%,-15%,22%,-4%,-9%,-34%,0%
O=C(NCc1ccccc1Cl)C1CCC(=O)N(C2CCCC2)C1 (centres undefined),0,-1%,8%,-4%,-10%,-21%,4%,-22%,-2%
COC(=O)CNC(=O)c1nn(-c2cccc(OC)c2)c(=O)c2ccccc12,-2,7%,3%,-2%,-30%,-10%,-5%,-13%,5%
CCn1ccc(=O)c2cc3c(cc21)OCO3,-3,5%,-6%,·,·,-3%,-4%,-16%,21%
COc1ccc2oc(C(=O)OC(C)C(=O)NC3(C#N)CCCCC3)c(C)c2c1 (centres undefined),-2,-17%,6%,·,·,-3%,-14%,16%,-30%
O=C(Nc1ccccc1)C1=C[C@H](c2ccc3c(c2)OCO3)C[C@H](OCCCCO)O1,-1,-10%,4%,?,0%,-8%,-8%,10%,?
COc1ccc2c(CC(=O)Nc3c(C)n(C)n(-c4ccccc4)c3=O)coc2c1,-2,13%,2%,-19%,13%,6%,-9%,-50%,-23%
CCc1ccccc1NC(=O)N(C)CCc1c(C)nn(C)c1C,4,4%,·,-17%,13%,-11%,-4%,3%,-17%
CC1(C)CC(=O)c2cc(OCC(=O)NCc3cccnc3)ccc2O1,0,-4%,-1%,345%[activator],29%,-14%,-6%,-23%,5%
CCNCc1ccc(OCc2ccccc2F)c(OC)c1,1,19%,-2%,?,-4%,-7%,1%,5%,-7%
CCn1cnc2c1c(=O)n(CC(=O)NN)c(=O)n2Cc1ccccc1,0,1%,29%,-7%,3%,-2%,-3%,7%,-18%
CC(=O)NC(Nc1c(C)n(C)n(-c2ccccc2)c1=O)C(Cl)(Cl)Cl (centres undefined),1,3%,-1%,-10%,31%,-27%,-3%,-1%,?
Cc1cccc2nc(CSc3nc4ccccc4[nH]3)cn12,-2,14%,?,-8%,21%,2%,-15%,24%,-4%
CC(C)(C)c1ccc(-c2cc(C(=O)NNC(=O)Nc3ccccc3)c3ccccc3n2)cc1,-1,15%,4%,?,4%,-13%,-9%,3%[11.4 µM],0%
CCc1cccc(NC(=O)Cc2cn(C)c3ccccc23)c1,1&-2,2%,-4%,7%,1%,-21%,-3%,-25%,4%&-8%
CC1=Nc2ccccc2/C1=C/c1sc(=N)n(-c2nccs2)c1O,-8,-6%,-5%,-24%,-1%,-14%,-15%,-22%,·
# (list continues)
SMILES,LDHA block,ERG-DNA inh,APEX1 inh,Anesthetic bind,Pol beta inh,Pol eta inh,Pol kappa inh,RGS4 inh,ALOX12 inh
COc1ccccc1OCCCCn1c(-c2ccc(Cl)cc2)nc2ccccc2c1=O,-7,2%,·,-17%,1%,-4%,10%,-13%,-18%
Cc1ccccc1NC(=O)COC(=O)C1=COCCO1,-10,0%,2%,·,·,-13%,-8%,2%,-48%
COC(=O)Cc1sc(-c2ccccn2)nc1-c1ccccc1,-1,-8%,-5%,-10%,4%,3%,9%,?,?
CC(OC(=O)C1CCN(S(=O)(=O)c2ccc3c(c2)OCCO3)CC1)C(=O)NC1(C#N)CCCCC1 (centres undefined),-6,6%,·,·,·,-2%,-8%,22%,16%
O=C(Cc1ccc2ccccc2c1)NC(Cc1ccccc1)C(=O)O (centres undefined),1,-14%,-10%,·,·,-8%,-11%,17%,0%

# Source: PubChem
